EPAC2 antagonist – blocks human EPAC2 exchange factor | EPAC2 GEF exchange of Rap1B-BODIPY-GDP, fluorescence | Potency, µM (series often up to 114 µM), without a hit: at the highest dose activity, negative = inhibition, usual class: inhibitors | Q8WZA2 | hit rate 0.18% among 360,000; further: on the % scale 0 is the no-effect control and ±100 the full control effect; nearly all actives have a fitted effect of over 45% in size; many of its hits are not listed in these tables
Target sequence (Q8WZA2 whole entry, looked up): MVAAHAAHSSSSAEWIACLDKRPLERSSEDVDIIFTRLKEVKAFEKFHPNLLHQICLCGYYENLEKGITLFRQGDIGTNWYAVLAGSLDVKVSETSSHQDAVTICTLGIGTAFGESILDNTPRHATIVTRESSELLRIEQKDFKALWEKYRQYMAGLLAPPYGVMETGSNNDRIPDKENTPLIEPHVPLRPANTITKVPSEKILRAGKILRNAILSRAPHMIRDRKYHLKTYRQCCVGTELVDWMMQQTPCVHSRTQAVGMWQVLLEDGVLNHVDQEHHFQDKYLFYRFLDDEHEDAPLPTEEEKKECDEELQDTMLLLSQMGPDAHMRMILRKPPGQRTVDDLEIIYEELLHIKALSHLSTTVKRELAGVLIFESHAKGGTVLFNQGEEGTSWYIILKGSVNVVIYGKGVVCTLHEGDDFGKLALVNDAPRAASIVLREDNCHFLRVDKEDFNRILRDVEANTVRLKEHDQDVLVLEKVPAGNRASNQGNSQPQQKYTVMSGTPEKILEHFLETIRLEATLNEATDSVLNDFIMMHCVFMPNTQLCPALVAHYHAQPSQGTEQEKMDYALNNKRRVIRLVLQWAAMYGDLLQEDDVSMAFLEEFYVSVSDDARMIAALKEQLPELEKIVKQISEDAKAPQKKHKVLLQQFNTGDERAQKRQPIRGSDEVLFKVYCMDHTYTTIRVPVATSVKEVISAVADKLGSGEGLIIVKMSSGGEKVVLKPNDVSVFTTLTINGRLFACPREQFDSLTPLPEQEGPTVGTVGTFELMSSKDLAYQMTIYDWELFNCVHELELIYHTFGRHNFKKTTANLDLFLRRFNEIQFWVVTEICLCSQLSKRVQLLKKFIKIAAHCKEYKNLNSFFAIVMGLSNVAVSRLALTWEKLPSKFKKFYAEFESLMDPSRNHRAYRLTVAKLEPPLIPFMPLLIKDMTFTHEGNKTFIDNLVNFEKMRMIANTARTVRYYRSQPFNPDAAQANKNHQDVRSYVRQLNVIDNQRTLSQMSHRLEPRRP
A549 tox – kills or reduces viability of A549 cells in Nrf2 counter-screen; Potency, µM (titrated, usually from 46 µM), without a hit: top-dose activity change, negative = cytotoxicity, hits mostly inhibitors; A549 ARE-Fluc cells, CellTiter-Fluor viability, 18-24 h; hit rate 0.16% among 390,000; further: on the % scale 0 is the no-effect control and ±100 the full control effect
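A549 ARE-Fluc cells in 5% FBS OPTI-MEM, 5000 cells/well, rested 2 h then exposed to compounds in concentration-response for 18-24 h at 37 °C. Viability by CellTiter-Fluor fluorescence (Ex 405/Em 525) after 30 min; luciferase luminescence (BugLite, 15 min, RT) read afterwards.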
TGFb inhibitor – blocks TGF-b signaling; HepG2 CAGA-GFP TGF-b/SMAD3 reporter, GFP fluorescence, 18 h; TGF-beta stimulated, 500 pg/mL final; Potency, µM (highest dose often 46.1 µM), inactives show at the highest dose activity, negative = inhibition, hits mostly inhibitors; hit rate 1.2% among 410,000; AID 588855; further: on the % scale 0 is the no-effect control and ±100 the full control effect; nearly all actives have a fitted effect of over 65% in size
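Per well, imaged GFP fluorescence of HEPG2 CAGA-GFP cells gives the signal; cells get compound, then TGF-beta (500 pg/mL final), 18 h at 37 degrees C; %Activity versus -TGF-beta and +DMSO controls.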
ATXN2 expr inh – ATXN2 expression inhibition. hit rate 0.72% among 360,000. HEK-293 ATXN2-luciferase reporter, luminescence, 24 h. Potency, µM (top dose mostly 57 µM), for the others: at the top dose activity change, negative = inhibition, hits mostly inhibitors; further: on the % scale 0 is the no-effect control and ±100 the full control effect; nearly all actives have a fitted effect of over 55% in size
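ATXN2-luciferase reporter cells (luciferase flanked by upstream and downstream ATXN2 gene portions) were treated 24 h at 37 °C with compounds at up to 57 uM. SteadyGlo luminescence gave expression; GF-AFC fluorescence gave viability.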
Nrf2 activator – activators of Nrf2 (ARE) signaling; AREc32 ARE-luciferase reporter (MCF7-derived line), luminescence, 24 h; Potency, µM (top dose mostly 46.1 µM), for inactives: at the top dose activation, most hits filed as activators; hit rate 0.31% among 410,000; AID 624171; further: % of control where 0% means no effect; nearly all actives have a fitted effect of over 65% in size
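ARE-driven firefly luciferase activity in AREc32 cells measured after a 24 hr compound exposure at 37 deg C, using Steady-Glo reagent and a 30 min room-temperature hold.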
ATXN viability – viability counter-screen for ATXN expression inhibitors | hit rate 0.49% among 400,000 | S2 cells (HEK-293 line with an ATXN2-luciferase reporter) viability, CellTiter-Fluor protease fluorescence, 24 h | Potency, µM (doses to about 56.7 µM), usual class: cytotoxic; further: nearly all actives have a fitted effect of over 40% in size
HepG2 tox – counter-screen for TGF-b inhibitors: cytotoxicity in HepG2 cells. HepG2 CAGA-GFP viability, ATP luminescence, 18 h. Potency, µM (titrated, usually from 46.1 µM), for the others: top-dose activity change, negative = cytotoxicity, most hits filed as cytotoxic. hit rate 0.76% among 410,000; further: some results filed as inactive show a strong effect at the top dose
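CellTiter-Glo luminescence gave cytotoxicity after 18 hours at 37 degrees C. The cells were HepG2 CAGA-GFP in 1% FBS DMEM, stimulated with 500 pg/mL TGF-beta after compound addition. %Activity was normalised to no-cell wells (complete cell-killing) and DMSO (no toxicity), and curves were fitted and classified.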
MCF10A rereplic – DNA re-replication induction in MCF 10a cells; MCF 10A DNA re-replication, Hoechst nuclear intensity, 48 h; Potency, µM (top dose mostly 46.1 µM), for inactives: top-dose activity, positive = re-replication, most hits filed as activators; hit rate 2.9% among 350,000; AID 624296; further: % of control where 0% means no effect; nearly all actives have a fitted effect of over 50% in size
Nrf2 inh – inhibitors of Nrf2 signaling; A549 ARE-Fluc reporter, luciferase luminescence, 18-24 h; Potency, µM (series often up to 46 µM), without a hit: at the highest dose activity change, negative = inhibition, most hits filed as inhibitors; hit rate 2.1% among 360,000; AID 504444; further: on the % scale 0 is the no-effect control and ±100 the full control effect; nearly all actives have a fitted effect of over 60% in size
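Two sequential reads on A549 ARE_Fluc cells exposed to compound for 18-24 h: a CellTiter-Fluor fluorescence read for viability, then a luciferase luminescence read for Nrf2/ARE activity.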
Starred values were filed as active, the others as inactive; i = inactive; ? = inconclusive; . = not tested or not shown; [ ] = dose if it differs, or a comment. The call rests on the fitted dose curve; in most records, active means well fitted curve in the direction sought with a large enough effect; inconclusive means small, poorly fitted or top-dose-only effect, or another doubt; inactive means no such curve, though single readings can be large; an effect the other way counts as inactive or inconclusive. Potency means the concentration at half of the fitted maximal effect. The list is partial; the hit share may differ from the screen's.

Values run as follows: EPAC2 antagonist, A549 tox, TGFb inhibitor, ATXN2 expr inh, Nrf2 activator, ATXN viability, HepG2 tox, MCF10A rereplic, Nrf2 inh
1	Cc1cccc(N(CC(=O)Nc2cccc(Cl)c2C)S(C)(=O)=O)c1C
    ., 8%, -5%, -10%, 0.0%, i, 2%, ., -3%
2	NC(=O)CSc1nnc(COc2ccccc2)n1CCc1ccccc1
    -3%, 5%[1.84 µM], 0%, 4%, -0.6%, i, -18%, 5%, -1%
3	COc1ccc(NC(=O)CN(C)C(=O)c2ccc3c(c2)S(=O)(=O)N=C2CCCCCN23)cc1
    -3%, 2%, -1%, 0%, -0.1%, i, 3%, -4%, 10%
4	CCNC(=S)N(CCc1c(C)[nH]c2ccccc12)Cc1cc(OC)c(OC)c(OC)c1
    -19%, -14%, -19%, -16%, -0.4%, ?, -10%, -5%, ?
5	COc1ccc(N2CCN(c3ncccc3-c3nc(-c4ccccc4C)no3)CC2)cc1
    ., -9%, -1%, 11%, -0.7%, i, 3%, ., -15%
6	CC(Sc1ccc2c(c1)OCCO2)C(=O)Nc1ccc(N2CCOCC2)cc1 (configuration not stated)
    6%, -2%, 0%, 5%, 4.8%, i, -13%, -14%, 10%
7	ON(CCc1ccccn1)Cc1ccccc1
    9%, 1%, 0%, 2%, 2.5%, i, 13%, 2%, 3%
8	NC(=O)C1CCCN(C(=O)c2[nH]c(C(F)(F)F)nc2-c2ccccc2)C1 (configuration not stated)
    8%, ., -16%, 4%, 0.3%, i, -13%, ., .
9	CCOC(=O)c1cc(-c2ccc(C)cc2)n(CCC(=O)Nc2ccc(C(C)C)cc2)c1C
    ., -17%, ?, -17%, 0.2%, ?, -12%, ., ?
10	CN(C)c1ccc(/C=C2\SC(=O)N(CCc3nnc(N)s3)C2=O)cc1
    10%, -4%, 9%, 4µM*, -2.3%, i, -10%, -10%, -9%
11	O=C(NC(=S)NCCN1CCOCC1)c1ccc(F)cc1
    -1%, 4%, -3%, 39%[activator], 3.8%, i, 0%, ?, 18%
12	Cc1ccc2cccc(OC(=O)c3c(F)cccc3Cl)c2n1
    ?, ., -27%, 8%, ?, i, -7%, ., .
13	CC(C)(C)c1cc(C(=O)N/N=C/c2ccco2)n[nH]1
    19%, -6%, -1%, 20%, 14%, ?, 22%, 4%, ?
14	CCSc1nc2c([nH]c3ccccc32)c(=O)n1-c1ccc(F)cc1
    ., 3%, -1%, 10%, 0.3%, i, -29%, ., .
15	NNC(=O)c1nc(-c2ccccc2)n2c1CCCCC2
    4%, 5%[1.84 µM], -7%, 12%, 0.0%, i, -5%, 2%, -6%

Some of these compounds in order of heavy-atom count, highest first:
Values run as follows: EPAC2 antagonist, A549 tox, TGFb inhibitor, ATXN2 expr inh, Nrf2 activator, ATXN viability, HepG2 tox, MCF10A rereplic, Nrf2 inh
5	COc1ccc(N2CCN(c3ncccc3-c3nc(-c4ccccc4C)no3)CC2)cc1
    ., -9%, -1%, 11%, -0.7%, i, 3%, ., -15%
4	CCNC(=S)N(CCc1c(C)[nH]c2ccccc12)Cc1cc(OC)c(OC)c(OC)c1
    -19%, -14%, -19%, -16%, -0.4%, ?, -10%, -5%, ?
6	CC(Sc1ccc2c(c1)OCCO2)C(=O)Nc1ccc(N2CCOCC2)cc1 (configuration not stated)
    6%, -2%, 0%, 5%, 4.8%, i, -13%, -14%, 10%
2	NC(=O)CSc1nnc(COc2ccccc2)n1CCc1ccccc1
    -3%, 5%[1.84 µM], 0%, 4%, -0.6%, i, -18%, 5%, -1%
11	O=C(NC(=S)NCCN1CCOCC1)c1ccc(F)cc1
    -1%, 4%, -3%, 39%[activator], 3.8%, i, 0%, ?, 18%
13	CC(C)(C)c1cc(C(=O)N/N=C/c2ccco2)n[nH]1
    19%, -6%, -1%, 20%, 14%, ?, 22%, 4%, ?
7	ON(CCc1ccccn1)Cc1ccccc1
    9%, 1%, 0%, 2%, 2.5%, i, 13%, 2%, 3%

Next part:
Values run as follows: EPAC2 antagonist, A549 tox, TGFb inhibitor, ATXN2 expr inh, Nrf2 activator, ATXN viability, HepG2 tox, MCF10A rereplic, Nrf2 inh
16	COc1ccc(N(Cc2cccs2)C(=O)c2ccc(OCC(C)C)cc2)cc1
    ., 6%, -21%, ., 0.6%, ., -22%, ., ?
17	CC1(C)CC(=O)C2=C(C1)N(CC1CCCO1)C(=O)C2(O)C(F)(F)F (configuration not stated)
    0%, -6%, 20%, 3%, 0.3%, i, 0%, -5%, 2%
18	COc1ccc(OCC(=O)N2CCN(c3cccc(C(F)(F)F)c3)CC2)cc1
    ?, 3%, -16%, -16%, -0.1%, i, -35%, 11%, -17%
19	Cc1ccccc1NC(=O)Cn1nnc(S(=O)(=O)c2ccc(C(C)(C)C)cc2)c1N
    -20%, 1%, 16%, ?, -0.4%, i, -38%, 19%, 6%
20	COc1ccc2c(COC(=O)c3ccc(C)c(S(=O)(=O)N4CCOCC4)c3)cc(=O)oc2c1
    -2%, 3%, -10%, 2%, -0.3%, i, -4%, 3%, 16%
21	Cc1ccc(-c2cc(C(F)F)n3ncc(C(=O)Nc4ccc(S(=O)(=O)Nc5ccccc5C)cc4)c3n2)cc1
    -7%, 2%, 5%, -13%, 0.2%, i, 10%, 32%, .
22	O=C(CSc1nc(-c2ccco2)nc2cc(=O)[nH]n12)Nc1ccccc1Cl
    ., 18%, -28%, 5%, 14µM*, i, 7%, ., 0%
23	COc1ccc(S(=O)(=O)NC(CC(=O)NCCc2ccc(OC)c(OC)c2)C(C)C)cc1 (configuration not stated)
    10%, -13%, -8%, 23%, 2.4%, i, 4%, 20%, -6%
24	COCCNC(=O)C(=O)Nc1ccc2c(c1)N(S(=O)(=O)c1cccs1)CCC2
    -1%, -15%, -11%, -18%, 0.2%, ?, -20%, ?, 9%
25	Cc1cc(C)n(-c2ccc(C(=O)N3CCC(CO)(Cc4ccccc4)CC3)cc2)n1
    5%, 0%, ?, 37%[activator], 3.0%, ., -4%, -2%, -16%
26	CCOC(=O)N1CCN(c2c(NCc3ccc(N(C)C)cc3)c(=O)c2=O)CC1
    17%, 0%, 3%, 2%, -1.1%, i, -22%, 2%, 9%
27	O=C(NNC(=O)c1ccccc1-n1cccc1)c1ccc(Cl)c(Cl)c1
    -4%, 0%, 0%, -2%, 7.4%, i, 2%, 29%, .
28	Cc1ccc(S(=O)(=O)N2c3ccccc3NC(=O)CC2C)cc1 (configuration not stated)
    -1%, 0%, 0%, -3%, -0.8%, i, -2%, 6%, -12%
29	CC(C)=CC(=O)N1CCC(Oc2cccc(C(=O)NCc3ccccn3)c2)CC1
    14%, ., -8%, ., -0.6%, i, -9%, ., .
30	CN(Cc1ccccc1)C(=O)CN1C(=O)c2ccccc2S1(=O)=O
    -6%, 3%, -9%, -4%, -0.2%, i, -8%, -10%, -1%
31	CCCc1nn2c(=O)cc(COC(=O)c3ccccc3NC(=O)C3CCCCC3)nc2s1
    ., -1%, -18%, 13%, 0.3%, i, -7%, ., .
32	CCOc1ccc(NC(=S)Nc2ccc(F)cc2)cc1
    -1%, 5%, -11%, ., -0.7%, i, -38%, -2%, -13%
33	Cc1ccc(S(=O)(=O)N/N=C/c2cc(Br)c(C)o2)cc1
    -2%, -1%, -4%, 20%, ?, i, 8%, 7%, .
34	CCC1(CC(C)C)SC(N)=NC1=O (configuration not stated)
    7%, -3%, -3%, 9%, 0.2%, ?, 13%, 0%, -3%
35	Cn1cccc1C(=O)NC(=O)COC(=O)c1cc(S(=O)(=O)N2CCCCC2)ccc1Cl
    -5%, 2%, -4%, -9%, -0.1%, i, 2%, 0%, 14%
36	O=C(Nc1sc2c(c1C(=O)O)CCCC2)c1ccc(Cl)cc1
    -14%, ?, -23%, -4%[2.22 µM], 0.3%, ?, -29%, -1%, 6.5µM*
37	COc1cccc(-c2cc3onc(-c4ccccc4)c3c(=O)n2C)c1
    -6%, -1%, ?, 8%, 3.8%, i, -31%, -15%, ?
38	COc1ccc(S(=O)(=O)N2CCCOC2CNC(=O)C(=O)NCCCN2CCOCC2)cc1C (configuration not stated)
    7%, 1%, -8%, 0%, 0.3%, i, 1.4µM*, ?, -2%
39	CCNC1=C(Cl)C(=O)c2ccccc2C1=O
    -4%, ?, ?, -23%, 3.5%, i, 13µM*, ?, ?
40	COc1cc(C)ccc1OCCSc1nc2ccc(NC(=O)c3ccc4c(c3)OCO4)cc2s1
    ., 0%, -20%, -3%, -0.7%, i, -13%, ., -5%
41	Cc1cc(OCC(=O)OCC(=O)NCC2CCCO2)ccc1Cl (configuration not stated)
    6%, 0%, 6%, ., -0.3%, ., -11%, 0%, 2%
42	Cc1ccc(C(=O)NCc2nc3ccccc3[nH]2)o1
    -7%, 1%, -5%, -3%, -0.3%, i, -1%, 3%, -1%
43	O=C(NC(Nc1ncc(S(=O)(=O)c2ccc([N+](=O)[O-])cc2)s1)(C(F)(F)F)C(F)(F)F)c1ccc(Cl)cc1
    -2%, ?, ?, 14µM*, ?, ?, -39%, 9.2µM*, 5.8µM*
44	O=S(=O)(c1ccc(NC(=S)NCc2cccnc2)cc1)N1CCCCC1
    17%, -22%, ?, ., 0.2%, ?, -22%, 1%, 23µM*
45	Cc1ccc(C)c(CN2CCC(n3nccc3NC(=O)C3CCCC3)CC2)c1
    1%, -7%, -4%, 2%, -0.6%, ?, 6%, 1%, -5%
46	CCOc1ccc(OCC)c(NC(=O)c2cc3ccccn3n2)c1
    ., -1%, -27%, 10%, 13%, i, -30%, ., 15%
